TrxR1 inh: rat TrxR1 inhibition | recombinant rTrxR1, NADPH fluorescence consumption, selenite substrate | Potency, µM (top dose mostly 114 µM), inactives show at the top dose activity change, negative = inhibition, most hits filed as inhibitors | AID 588453 | hit rate 1% among 390,000; note: % is set by controls: 0 for no effect and ±100 for the full control effect; nearly all actives have a fitted effect of over 65% in size
Target sequence (O89049 whole entry, looked up): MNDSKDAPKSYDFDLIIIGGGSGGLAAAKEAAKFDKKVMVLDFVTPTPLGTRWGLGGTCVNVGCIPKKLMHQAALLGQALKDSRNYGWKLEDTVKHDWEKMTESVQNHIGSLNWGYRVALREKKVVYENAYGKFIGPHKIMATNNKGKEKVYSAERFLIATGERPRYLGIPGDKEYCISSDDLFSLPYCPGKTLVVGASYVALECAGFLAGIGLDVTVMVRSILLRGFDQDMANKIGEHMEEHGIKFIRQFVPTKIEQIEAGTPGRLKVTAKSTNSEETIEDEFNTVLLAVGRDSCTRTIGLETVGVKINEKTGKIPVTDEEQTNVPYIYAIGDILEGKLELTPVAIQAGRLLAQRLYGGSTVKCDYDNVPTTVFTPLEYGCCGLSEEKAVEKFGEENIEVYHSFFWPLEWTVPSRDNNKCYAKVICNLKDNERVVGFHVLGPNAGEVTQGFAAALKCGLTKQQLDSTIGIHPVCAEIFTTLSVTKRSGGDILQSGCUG
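Rat TrxR1 (90 nM in the dispensed reagent) was pre-reduced with 400 uM NADPH for 5 min at room temperature, then incubated with compound for 15 min. After 400 uM selenite was added, NADPH fluorescence (Ex 340/Em 450 nm) was followed for 8 min.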
RXFP1 agonist: agonists of human relaxin receptor RXFP1; AID 2676; hit rate 0.3% among 370,000; Potency, µM (highest dose often 57.5 µM), for inactives: at the highest dose activation, hits mostly activators; HEK293T-RXFP1 cAMP TR-FRET, 30 min; response scale: percent of porcine relaxin response, buffer zero; Q9HBX9; note: % is set by controls: 0 for no effect and ±100 for the full control effect; nearly all actives have a fitted effect of over 60% in size; many of its hits are not listed in these tables
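cAMP rise read by TR-FRET after 30 min, 37C compound exposure (up to 58 uM) in RXFP1-transfected HEK293 cells with Ro 20174 present. EC50 from Hill-equation fits, with 29 nM porcine relaxin as 100% and buffer as basal.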
Vif-A3G inh: Vif-A3G binding inhibition | Q9HC16 | HeLa A3G-eYFP + Vif (tagged APOBEC3G with the HIV-1 protein that degrades it), YFP fluorescence, overnight | Potency, µM (top dose mostly 46.1 µM), inactives show at the top dose activity, negative = active, hits mostly inhibitors | hit rate 0.076% among 410,000;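 note: % is set by controls: 0 for no effect and ±100 for the full control effect; nearly all actives have a fitted effect of over 60% in size; hits raise eYFP signal because A3G escapes Vif-driven loss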
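HeLa cells stably expressing Vif and C-terminally eYFP-tagged A3G, seeded overnight at 37 deg C, then exposed to compound by pintool overnight at 37 deg C. Rise in yellow fluorescence (Ex 488/Em 500-530, Acumen) marks blocked Vif-driven A3G degradation.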
RGS4 inhibitor: inhibitors of human regulator of G protein signaling 4; P49798; Transcreener GDP fluorescence polarization, RGS4-accelerated GTP hydrolysis; Potency, µM (highest dose often 114 µM), for the others: at the top dose activity change, negative = inhibition, usual class: inhibitors; hit rate 0.039% among 390,000; AID 504845; note: % is set by controls: 0 for no effect and ±100 for the full control effect; nearly all actives have a fitted effect of over 75% in size; some results filed as inactive show a strong effect at the top dose
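MLSMR compounds (23 nl, pin-transferred) preincubated 10 min at room temperature with a 500nM (2x) first reagent, then RGS4 at 900nM (2x) plus Transcreener GDP mix added; fluorescence polarization (620/688 nm) read before and after 90 min at 30 °C.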
TrxR1 substrate: is turned over as a substrate by rat TrxR1 | hit rate 0.01% among 390,000 | AID 588456 | Potency, µM (titrated, usually from 114 µM), for the others: at the top dose activity change, negative = substrate turnover | purified TrxR1 substrate turnover, NADPH consumption readout | O89049; note: % is set by controls: 0 for no effect and ±100 for the full control effect; nearly all actives have a fitted effect of over 50% in size
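Rat TrxR1, dispensed at 90 nM, was prereduced with 400 uM NADPH (final) for 5 min at ~22 deg C, then incubated with compound 15 min before 400 uM selenite. A first-read NADPH fluorescence drop versus no-compound background flagged substrates.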
Vif-APOBEC3F blk: Vif-A3F binding inhibition. hit rate 0.2% among 390,000. Potency, µM (doses to about 46.1 µM), for the others: top-dose activity, negative = active. HeLa A3F-eYFP + Vif (tagged APOBEC3F with the HIV-1 protein that degrades it), YFP fluorescence increase; note: % of control where 0% means no effect; nearly all actives have a fitted effect of over 65% in size
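HeLa cells stably expressing A3F-eYFP plus Vif, plated and incubated overnight at 37 deg C, then exposed to compounds overnight at 37 deg C. Blocked degradation read as raised yellow fluorescence (Ex 488/Em 500-530).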
USP1-UAF1 inh: USP1/UAF1 (human) deubiquitinase inhibition; Potency, µM (doses to about 57.1 µM), for the others: top-dose activity change, negative = inhibition, actives largely listed as inhibitors; O94782; hit rate 0.23% among 390,000; recombinant USP1/UAF1, Ub-Rhodamine cleavage fluorescence; note: % is set by controls: 0 for no effect and ±100 for the full control effect; nearly all actives have a fitted effect of over 60% in size; inactives centre near -12
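1 nM enzyme complex + cpd, 15 min RT; start with Ub-Rho 150nM final; kinetic fluorescence ex 480/em 540, 6 reads q60 s. Buffer 50mM HEPES pH 7.8, 0.5mM EDTA, 0.1 mg/ml BSA, 1mM TCEP, 0.01% Tween-20.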
IDH1 R132H inh: blocks human mutant IDH1 R132H enzyme | O75874 | IDH1-R132H enzyme, NADPH consumption, diaphorase/resazurin fluorescence | Potency, µM (top dose mostly 76.6 µM), for the others: at the top dose activity change, negative = inhibition, most hits filed as inhibitors | hit rate 0.093% among 390,000 | AID 602179; note: % is set by controls: 0 for no effect and ±100 for the full control effect; nearly all actives have a fitted effect of over 65% in size
Target sequence (O75874 whole entry R132H, stated change not applied): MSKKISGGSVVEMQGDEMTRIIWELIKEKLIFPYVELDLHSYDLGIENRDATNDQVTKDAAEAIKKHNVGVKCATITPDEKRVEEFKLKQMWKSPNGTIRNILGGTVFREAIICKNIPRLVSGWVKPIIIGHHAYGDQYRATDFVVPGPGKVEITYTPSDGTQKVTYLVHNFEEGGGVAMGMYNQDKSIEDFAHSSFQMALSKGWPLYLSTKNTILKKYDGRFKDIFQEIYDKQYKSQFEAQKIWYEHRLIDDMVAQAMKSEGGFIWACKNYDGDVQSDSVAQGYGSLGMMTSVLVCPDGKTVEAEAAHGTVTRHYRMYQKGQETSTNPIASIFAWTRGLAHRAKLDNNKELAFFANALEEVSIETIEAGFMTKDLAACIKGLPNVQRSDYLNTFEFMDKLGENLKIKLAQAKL
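IDH1-R132H (0.5 ug/mL dispensed) in pH 7.5 Tris buffer was preincubated 30 min with compound, then given a substrate mix of 0.016 mM NADPH and 2 mM alpha-KG for 80 min at room temperature; remaining NADPH was read by diaphorase/resazurin fluorescence.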
12-LOX inh: ALOX12 (human) lipoxygenase inhibition. P18054. purified 12hLO, xylenol orange hydroperoxide absorbance. Potency, µM (top dose mostly 108 µM), for inactives: top-dose activity change, negative = inhibition, actives largely listed as inhibitors. hit rate 1.1% among 580,000; note: % is set by controls: 0 for no effect and ±100 for the full control effect
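Hydroperoxide product was detected by ferrous iron/xylenol orange as the 573 to 405 nm absorbance ratio. Arachidonic acid at 40 uM (final) was turned over for 30 min at room temperature by 150 nM human 12hLO, pH 7.0 Hepes buffer, after 15 min compound preincubation.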
* marks the source's active call; other numbers are inactive results; ? = inconclusive; . = no result given; [ ] = dose if it differs, or a comment. Calls come from the whole dose curve; as a rule, active = well fitted curve in the direction sought with a large enough effect; inconclusive = small, poorly fitted or top-dose-only effect, or another doubt; inactive = no such curve, though single readings can be large; an effect the other way counts as inactive or inconclusive. Potency is the fitted concentration of half-maximal effect.

SMILES	TrxR1 inh	RXFP1 agonist	Vif-A3G inh	RGS4 inhibitor	TrxR1 substrate	Vif-APOBEC3F blk	USP1-UAF1 inh	IDH1 R132H inh	12-LOX inh
CCOC(=O)c1c(C)oc2ncnc(Nc3ccc(OC)c(OC)c3)c12	-14%[57.1 µM]	0.0%	2%	5%	-9%[57.1 µM]	1%	-16%	-15%	-18%
Cc1ccc(N(C)C(=O)c2cc(S(=O)(=O)N3CCCCC3)c[nH]2)cc1	-5%	-2.1%	0%	8%	-2%	0%	-25%	6%	13%
COc1ccccc1NS(=O)(=O)c1ccc(NC(=O)Cc2cccs2)cc1	-2%	2.9%	3%	21%	-6%	-5%	-14%	0%	-4%
N#Cc1ccccc1NC(=O)C1SC(=Nc2ccccc2)C(C(=O)Nc2ccc(Cl)cc2)=C1N (configuration not stated)	1%[57.1 µM]	3.6%	-3%	-22%	-2%[57.1 µM]	8%	-9%	-7%	-20%
Cc1ccc(N/C(SCc2ccccc2C)=C(/C#N)C(=O)NCc2ccco2)cc1C	-3%[57.1 µM]	0.5%	-3%	-15%	-2%[57.1 µM]	-9%	-21%	2%	-16%
O=C(Cn1c(SCCOc2ccccc2)nc2ccccc21)N1CCOCC1	6%	16%	0%	-23%	10%	-5%	-18%	12%	0%
CC(=O)Nc1ccc(/C(C)=N/NC(=O)c2ccncc2)cc1	12%[57.1 µM]	1.8%	-1%	?	1%	6%	0%	0%	2%
CSc1cccc(NC(=S)N(CCCN2CCCC2)Cc2cccs2)c1	22%[57.1 µM]	0.1%	3%	-15%	14%[57.1 µM]	6%	-18%	10%	12%
Cn1c(SCC(=O)Nc2ccc3c(c2)OCO3)nnc1C(F)(F)F	-3%	.	1%	-1%	-8%	10%	-3%	0%	-3%
COc1ccc(NC(=O)c2ccc(NC(=O)c3cccnc3)cc2)cc1	.	.	-3%	.	.	-1%	-21%	1%	?
Cc1ccccc1C(=O)N1CCC(n2nccc2NC(=O)C2CC2)CC1	11%	-1.5%	0%	-9%	2%	-18%	-1%	2%	.
CCOC(=O)N1CCC(NC(=O)c2cnn3ccccc23)CC1	-7%	0.2%	2%	-4%	67%[activator]	0%	-25%	-8%	-7%
COc1ccc(N2CC(NS(=O)(=O)c3ccc4ccccc4c3)CC2=O)cc1OC (configuration not stated)	11%[57.1 µM]	0.2%	2%	25%	5%[57.1 µM]	-5%	-1%	8%	21%
COc1cc(CNCCc2c[nH]c3ccccc23)ccc1OCc1ccc(F)cc1	4%	0.5%	-25%	-4%	7%	4%	-20%	3%	?
CCOC(=O)C1(Cc2ccc(OC)cc2)CCN(C(=O)Cn2cnnn2)CC1	4%[57.1 µM]	-0.1%	0%	-9%	2%[57.1 µM]	3%	-11%	7%	-5%
CCN(CC(=O)Nc1c(F)cccc1F)C(=O)CCc1nc2ccccc2c(=O)[nH]1	-4%[57.1 µM]	1.9%	-3%	-17%	-3%[57.1 µM]	-6%	-6%	-2%	3%
O=C(NC1CCCc2ccccc21)c1n[nH]c(=O)c2ccccc12 (configuration not stated)	20%[57.1 µM]	0.2%	-3%	9%	0%[57.1 µM]	1%	-11%	2%	0%
CCCN(C(=O)c1ccco1)c1nnc(-c2cccc(C)c2)s1	23%	0.6%	-1%	9%	-4%	0%	-12%	6%	7%
Cc1cc(=O)[nH]c(NNC(=O)c2ccc(Cl)cc2)n1	.	.	1%	.	.	0%	-2%	16%	8%
COc1ccccc1/C=N/NC(=O)c1ccc(Br)cc1	-9%	4.9%	-13%	1%	-13%	-8%	-8%	7%	-3%
CSc1sccc1/C=C(/C#N)C(=O)c1ccco1	?	5.6%	-10%	?	-7%	5%	-17%	-6%	-2%
CCOC(=O)c1ccc(Nc2nc3nonc3nc2Nc2cccc(C)c2C)cc1	6%	-1.5%	13%	5%	-8%	2%	?	-4%	-14%
c1ccc(Oc2nc3ccccc3n3cccc23)cc1	6%	-0.1%	-13%	12%	15%	-19%	-19%	2%	0%
CCOC(=O)c1c(C)oc2c1cc(NS(=O)(=O)c1ccc(C(=O)O)cc1)c1ccccc12	-25%	4.7%	-19%	?	-9%	-4%	?	9%	?
Cc1ccc(S(=O)(=O)c2c(O)c3ccc(C(=O)O)cc3[nH]c2=O)cc1	10%	4.3%	1%	-7%	7%	-3%	-28%	-7%	-10%

(continued)
SMILES	TrxR1 inh	RXFP1 agonist	Vif-A3G inh	RGS4 inhibitor	TrxR1 substrate	Vif-APOBEC3F blk	USP1-UAF1 inh	IDH1 R132H inh	12-LOX inh
Cc1cccc(N2CCN(C(c3ccncc3)c3nnnn3C(C)(C)C)CC2)c1C (configuration not stated)	25%[57.1 µM]	0.5%	-1%	-4%	-5%	1%	-10%	2%	1%
COc1ccc(C2/C(=C(/O)c3ccc(Br)cc3)C(=O)C(=O)N2C)cc1 (configuration not stated)	12%	2.3%	-4%	-11%	0%	0%	-13%	4%	3%
O=C(NN1CCOCC1)c1ccc([N+](=O)[O-])cc1	32%	2.9%	2%	1%	2%	1%	-18%	-2%	10%
CC(C)(C)c1cc(NC(=O)c2cc(F)c(F)c(F)c2F)no1	-11%	-0.9%	0%	0%	-7%	-1%	1%	10%	10%
CCN(CC)c1ccc(/C=N/NC(=S)NCc2ccco2)cc1	-24%	1.4%	-9%	-23%	11%[57.1 µM]	0%	-17%	5%	?
COc1ccc(S(=O)(=O)Nc2cccc3c2O[C@H](CN(C)C(=O)Nc2ccccc2)[C@@H](C)CN([C@H](C)CO)C3=O)cc1	16%	.	-1%	15%	3%	6%	-21%	23%	0%
COCCNC(=S)N(CCc1c(C)[nH]c2ccc(Cl)cc12)Cc1cccnc1	7%[2.29 µM]	5.0%	-8%	-5%	1%[57.1 µM]	2%	-25%	6%	14%
c1ccc(-c2nnsc2-c2ccccc2)cc1	15%	3.1%	-11%	8%	4%	-24%	-21%	0%	.
CCOC(=O)C(C)Sc1nnc(CSc2nc3nc(C)cc(C)n3n2)o1 (configuration not stated)	10%[0.457 µM]	5.4%	1%	-1%	-4%	-3%	-14%	3%	-16%
O=C(Cc1ccc(Br)cc1)NCc1ccccc1	9%[57.1 µM]	-1.0%	?	-1%	-4%[57.1 µM]	?	-14%	3%	43%[activator]
O=C(Nc1cccc(C(F)(F)F)c1)Oc1ccc(Cl)c2cccnc12	11%	0.0%	0%	10%	-5%	2%	-18%	10%	?
CCOC(=O)C1CCN(C(=O)c2oc3ccc(S(=O)(=O)N4CCCCCC4)cc3c2C)CC1	8%[57.1 µM]	0.7%	-2%	20%	4%[57.1 µM]	-7%	-12%	1%	-24%
CC1Sc2ccc(S(=O)(=O)CCC(=O)NCc3cccs3)cc2NC1=O (configuration not stated)	-11%	0.7%	0%	-9%[56.9 µM]	-3%	-11%	-16%	-8%	0%
COC(=O)c1ccc(N2CN=C(c3ccc(C)cc3)NC2=S)cc1	1%	-1.1%	-2%	-28%	-3%	-1%	-12%	0%	-28%
CC(=O)Nc1cccc(-c2csc(Nc3ccc(Cl)cn3)n2)c1	4%	4.3%	-6%	-9%	-8%	2%	-18%	9%	9%
Cc1cccn2c(=O)c3cc(C(=O)NC4CCCCC4C)n(C)c3nc12 (configuration not stated)	37%[activator]	7.8%	-1%	-23%	20%	5%	-13%	0%	8%
COc1ccc(Br)cc1CNc1ccc2[nH]c(=O)[nH]c2c1	-26%	-0.5%	-10%	?	-3%	1%	-24%	8%	5%

Three of the compounds above, with bars between the fields.
SMILES | TrxR1 inh | RXFP1 agonist | Vif-A3G inh | RGS4 inhibitor | TrxR1 substrate | Vif-APOBEC3F blk | USP1-UAF1 inh | IDH1 R132H inh | 12-LOX inh
COCCNC(=S)N(CCc1c(C)[nH]c2ccc(Cl)cc12)Cc1cccnc1 | 7%[2.29 µM] | 5.0% | -8% | -5% | 1%[57.1 µM] | 2% | -25% | 6% | 14%
c1ccc(-c2nnsc2-c2ccccc2)cc1 | 15% | 3.1% | -11% | 8% | 4% | -24% | -21% | 0% | .
CCOC(=O)C(C)Sc1nnc(CSc2nc3nc(C)cc(C)n3n2)o1 (configuration not stated) | 10%[0.457 µM] | 5.4% | 1% | -1% | -4% | -3% | -14% | 3% | -16%

Three structures from above, ordered by formula weight, high to low.
SMILES	TrxR1 inh	RXFP1 agonist	Vif-A3G inh	RGS4 inhibitor	TrxR1 substrate	Vif-APOBEC3F blk	USP1-UAF1 inh	IDH1 R132H inh	12-LOX inh
COc1ccc(C2/C(=C(/O)c3ccc(Br)cc3)C(=O)C(=O)N2C)cc1 (configuration not stated)	12%	2.3%	-4%	-11%	0%	0%	-13%	4%	3%
COC(=O)c1ccc(N2CN=C(c3ccc(C)cc3)NC2=S)cc1	1%	-1.1%	-2%	-28%	-3%	-1%	-12%	0%	-28%
CC(C)(C)c1cc(NC(=O)c2cc(F)c(F)c(F)c2F)no1	-11%	-0.9%	0%	0%	-7%	-1%	1%	10%	10%

High-throughput results as filed in PubChem.

The list is partial; the hit share may differ from the screen's.
